Compound activity (PubChem BioAssay)
MrgX1 antagonist = antagonists of human MrgX1 receptor; MRGX1-HEK293 calcium flux, Fluo-4, BAM8-22 antagonism; hits give low values; B-score at 10 µM; 310,000 tested, 1.3% active; AID 588676;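 active = calcium-response B-score plate-corrected more than 3 library SD below zero, starting fluorescence within 5 deviations, no agonist response on first addition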;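 also: peak minus trough fluorescence over baseline after final BAM8-22 challenge near maximal dose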
MrgX1 ag = agonists of human MrgX1 receptor | AID 588627 | MrgX1-HEK293 cells, Fluo-4 calcium fluorescence, agonist mode; hits give high values | 310,000 tested, 0.44% active | Q96LB2 | B-score at 10 µM;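 active = calcium response B-score plate-corrected fluorescence ratio at least 3 library SD, with starting fluorescence B-score inside 5 SD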
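System: HEK293 cells stably expressing human MrgX1 receptor; Dosing: test compound in the initial addition of three; Schedule: overnight plating, then 30 min 37 °C plus 30 min room-temperature dye loading; Detection: kinetic calcium dye fluorescence, Fluo-4 NW; Controls: per-plate positive and negative controls for Z′ factor.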
TRPC4 inh = blocks the mouse TRPC4 cation channel. Q9QUQ5. HEK293 TRPC4beta/mu-opioid, DAMGO-evoked Fluo4 calcium flux; hits give low values. B-score at 10 µM. 300,000 tested, 0.39% active;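 active = B-score over 3 SD under the library average, no early fluorescence shift, positive overall ratio signal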
Target sequence (Q9QUQ5 whole entry, looked up): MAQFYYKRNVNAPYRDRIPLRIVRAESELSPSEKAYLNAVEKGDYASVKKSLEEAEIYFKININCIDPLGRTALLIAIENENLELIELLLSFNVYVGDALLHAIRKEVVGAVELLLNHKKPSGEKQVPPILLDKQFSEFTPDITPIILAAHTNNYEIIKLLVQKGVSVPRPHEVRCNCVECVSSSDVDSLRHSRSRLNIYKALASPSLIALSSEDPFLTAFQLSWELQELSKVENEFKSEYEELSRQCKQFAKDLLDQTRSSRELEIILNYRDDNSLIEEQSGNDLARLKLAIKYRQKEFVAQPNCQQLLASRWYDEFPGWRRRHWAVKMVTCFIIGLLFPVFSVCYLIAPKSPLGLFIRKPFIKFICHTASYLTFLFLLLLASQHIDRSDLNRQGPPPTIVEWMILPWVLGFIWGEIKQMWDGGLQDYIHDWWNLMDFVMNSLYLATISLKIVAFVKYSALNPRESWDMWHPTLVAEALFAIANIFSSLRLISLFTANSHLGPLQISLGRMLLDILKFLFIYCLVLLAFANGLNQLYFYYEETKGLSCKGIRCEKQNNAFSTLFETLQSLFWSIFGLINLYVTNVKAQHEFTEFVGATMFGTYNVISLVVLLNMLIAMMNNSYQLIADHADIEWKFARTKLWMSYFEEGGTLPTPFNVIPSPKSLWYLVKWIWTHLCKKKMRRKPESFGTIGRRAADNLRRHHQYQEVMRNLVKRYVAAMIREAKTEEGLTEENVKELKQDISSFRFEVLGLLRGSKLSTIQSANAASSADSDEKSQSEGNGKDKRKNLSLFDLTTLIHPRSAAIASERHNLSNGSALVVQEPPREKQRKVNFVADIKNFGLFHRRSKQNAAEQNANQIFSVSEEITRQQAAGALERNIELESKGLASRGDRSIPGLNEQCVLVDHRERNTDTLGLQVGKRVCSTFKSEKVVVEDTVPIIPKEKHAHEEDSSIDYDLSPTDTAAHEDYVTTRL
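Material: HEK293 cells with stable TRPC4beta plus mu-opioid receptor expression / Probe or stimulus: DAMGO in two steps, submaximal then maximal / Compound: single concentration per test compound / Technique: kinetic Fluo4 fluorescence imaging of calcium influx / Read-out: per-well B score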
TRPC6 inh = mouse TRPC6 channel inhibition. Q61143. HEK293-TRPC6, membrane potential dye, ACh-evoked depolarization; hits give low values. B-score at 10 µM. 310,000 tested, 1.1% active. AID 2553;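 active = B-score under library mean minus 3 SD, initial fluorescence not abnormally high, positive integrated signal ratio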;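 also: B-score derived from integrated fluorescence ratio over the kinetic read; more negative B-score means stronger inhibition of depolarization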
TRPC6 activator = mouse TRPC6 channel activation | HEK293-TRPC6 membrane potential dye fluorescence; hits give high values | 310,000 tested, 0.13% active | B-score at 10 µM | AID 2550;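 active = B-score of the integrated fluorescence ratio above library mean plus 3 SD, and starting fluorescence ratio within library mean plus 5 SD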;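 also: higher score means more depolarization so channel activation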
MrgX1 PAM = allosterically activates human MrgX1 receptor signaling; 310,000 tested, 0.63% active; B-score at 10 µM; MrgX1-HEK293, Fluo-4 calcium flux, FDSS; hits give high values; Q96LB2; AID 588675;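 active = plate-corrected calcium response at least 3 library SD above typical, normal starting fluorescence, not activating the receptor alone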;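 also: compound read alongside a low EC10 to EC30 dose of BAM8-22 agonist; peak minus trough fluorescence over baseline measured at the second addition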
TRPC4 PAM = allosterically enhances the mouse TRPC4 cation channel; HEK293 TRPC4beta/mu-opioid, DAMGO EC20, Fluo-4 Ca2+ flux; hits give high values; B-score at 10 µM; 310,000 tested, 0.42% active; Q9QUQ5; AID 2227;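 active = B-score of calcium response area above 5 SD of library B-scores, with initial fluorescence ratio within 5 SD of library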;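 also: B-score of integrated fluorescence ratio over time as area under calcium response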
TMEM16A inh = inhibitors of mouse TMEM16A calcium-activated chloride channel; Q8BHY3; HEK293 TMEM16A/YFP iodide influx fluorescence, ionomycin; normalized B-score (activity score, 25-100; higher = stronger inhibition) at 10 µM; 310,000 tested, 1.2% active;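 active = ratio plate-corrected score three or more library SD toward inhibition, starting fluorescence score within five deviations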;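 also: score derived from kinetic fluorescence span divided by baseline fluorescence per well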
SKKanGAS inh = inhibitors of SKKanGAS S. pyogenes growth in kanamycin (SK-promoter or general growth effect) | 300,000 tested, 1.3% active | AID 1662 | BacTiter-Glo, 6 h | inhibition, % at 7.5 µM;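 active = mean replicate score, as percent of positive control median, at least 50; inconclusive = mean below 50 but one replicate at or above 50; inactive = mean and every replicate below 50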;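 also: strain carries kanamycin resistance gene driven by streptokinase promoter and grows in 40 µg/ml kanamycin; loss of luminescence reflects streptokinase promoter inhibition or plain growth inhibition; 0% = median of DMSO wells and 100% = positive control at its reference dose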
TMEM16A act = activates or potentiates the mouse TMEM16A chloride channel | B-score at 10 µM | HEK293 TMEM16A/YFP-H148Q/I152L, iodide quench fluorescence; hits give low values | 340,000 tested, 0.3% active | Q8BHY3;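 active = fluorescence-ratio B-score plate-corrected deviation score at least 3 library SD below zero, with starting fluorescence score within 5 deviations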;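 also: channel opened by trigger with iodide after compound preincubation; score built on the fluorescence ratio of max minus min over baseline; more negative score means more quench and so TMEM16A activation or potentiation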
TRPC4 agonist = activators of mouse TRPC4 channel; Q9QUQ5; HEK293 TRPC4beta/mu-opioid, Fluo4 calcium fluorescence; hits give high values; B-score at 10 µM; 310,000 tested, 0.49% active;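 active = B-score above 5 SD of library B-scores, and initial fluorescence ratio not above library mean plus 5 SD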;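 also: positive B-score marks a calcium rise read as TRPC4 activation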
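System: HEK293 cells stably co-expressing mouse TRPC4beta and mu-opioid receptor; Schedule: Fluo4 dye loading 45 min at room temperature, 110 s recording; Detection: Fluo4 fluorescence, kinetic; Evaluation: B-scored integrated calcium fluorescence ratio; Controls: buffer (low) and maximal DAMGO (high).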
Active calls of the source: *; i = inactive; ? = inconclusive; · = not tested or not shown.

SMILES | MrgX1 antagonist | MrgX1 ag | TRPC4 inh | TRPC6 inh | TRPC6 activator | MrgX1 PAM | TRPC4 PAM | TMEM16A inh | SKKanGAS inh | TMEM16A act | TRPC4 agonist
Cc1c(CN2CCC(CO)(Cc3ccccc3)CC2)c2ccccc2n1C | i | i | i | i | i | i | i | i | -5 | i | i
O=C(Nc1ncccc1Cl)c1cc2ccccc2o1 | i | i | i | i | i | i | i | i | -11 | i | i
O=C(O)c1cc(NS(=O)(=O)c2ccc3ccccc3c2)ccc1O | i | i | i | i | i | i | i | i | 11 | i | i
CSc1nc(Sc2ccccc2)c2ccccc2n1 | i | i | i | i | i | i | i | i | 49 | i | i
CCOC(=O)Cn1c(=O)sc2ccccc21 | i | i | i | i | i | i | i | i | -2 | i | i
CCOC(=O)CN(C(=O)CN1CCC(n2nnc3cc(C)ccc32)CC1)c1ccccc1 | i | i | i | i | i | i | i | i | 3 | i | i
Cc1cccc(C(=O)OCC(=O)Nc2ccc(F)cc2)c1 | i | i | i | i | i | i | i | i | 0 | i | i
C=C1CCC[C@]2(C)C[C@H]3OC(=O)C(CNC(C)CCCC(C)C)[C@H]3CC12 (stereo partly specified) | i | i | i | i | i | i | i | i | -1 | i | i
O=C(CSc1nnc2sc3ccccc3n12)c1ccco1 | i | i | i | i | i | i | i | i | -16 | i | i
Cc1oc(-c2ccccc2Cl)nc1CS(=O)CC(=O)NCCc1ccccc1 (stereo unspecified) | i | i | i | i | i | i | i | i | 13 | i | i
O=C(Nc1nsc(-c2ccccc2)n1)c1ccncc1 | i | i | i | i | i | i | i | i | 3 | i | i
CCC1=C(OC(=O)N(CC)CC)N2C(=O)OC(=NCC(=O)OC)[C@]2(C)[C@H]2C1=CC[C@H]1C(=O)N(CC(=O)OC)C(=O)[C@H]12 | i | i | i | i | i | i | i | i | -1 | i | i
CN(CC(O)CON=C1c2ccccc2-c2ccccc21)S(=O)(=O)c1ccc(Br)cc1 (stereo unspecified) | i | i | i | i | i | i | i | i | 27 | i | i
COc1ccc(NC(=O)COc2ccccc2C(=O)NCC(c2ccccc2)N(C)C)cc1Cl (stereo unspecified) | i | i | i | -5.3* | i | i | i | i | 2 | i | 45*
Cc1nc2c(F)c(F)c(C(F)(F)F)c(F)c2[nH]1 | i | i | i | i | i | i | i | i | -2 | i | i
CCSc1nnc(NC(=O)Cc2ccc(OC)c(OC)c2)s1 | i | i | i | i | i | i | i | 100* | -3 | i | i
NC(=O)c1ccsc1NC(=O)COC(=O)COc1ccccc1F | i | i | i | i | i | i | i | i | 1 | i | i
O=C(/C=C/c1cccs1)N1CCc2ccccc21 | i | i | i | i | i | i | i | i | 11 | i | i
COCC1CCCN(C(=O)c2cc(COc3cccc4cccnc34)on2)C1 (stereo unspecified) | i | i | i | i | i | i | i | i | 1 | i | i
Cc1cccc(C(=O)Nc2nnc(-c3ccco3)o2)c1 | i | i | i | i | i | i | i | i | -7 | i | i
N#CC(C(=O)NC1CC1)c1nc2ccccc2nc1N1CCCC1 (stereo unspecified) | i | i | i | i | i | i | i | i | · | i | i
CCCCNC(=O)Nc1cnn(CC)c1C(N)=O | i | i | i | i | i | i | i | i | 1 | i | i
CC1CC(C)CN(CCCNC(=O)c2ccc3c(c2)NC(=O)CS3)C1 (stereo unspecified) | i | i | i | i | i | i | i | i | -2 | i | 69*
Nc1cccc(S(=O)(=O)Nc2ccc(SC(F)F)cc2)c1 | i | i | i | i | i | i | i | i | -5 | i | i
COc1ccccc1CCC(=O)OCC(=O)Nc1c(Br)cc(C)cc1Br | i | i | i | i | i | i | i | i | -4 | i | i
O=[N+]([O-])c1cc(/C=N/n2c(-c3ccncc3)n[nH]c2=S)ccc1Cl | i | i | i | i | i | i | i | i | 12 | i | i
Cc1ccc(N2C(=O)C3ON(c4ccccc4)C(c4ccncc4)C3C2=O)cc1 (stereo unspecified) | i | i | i | i | i | i | i | i | -2 | i | i
COCc1cc(C)nc2sc(C(=O)NCCO)c(-n3cccc3)c12 | i | i | i | i | i | i | i | i | 7 | i | i
O=C(O)CNS(=O)(=O)c1ccc2c(c1)Cc1cc(S(=O)(=O)NCC(=O)O)ccc1-2 | i | i | i | i | i | i | i | i | 3 | i | i
CCOc1cc(C)c(Cl)cc1S(=O)(=O)N1CCCC1 | i | i | i | i | i | i | i | i | -1 | i | i
CC(C)(C)c1cc(O)c(C(C)(C)C)cc1O | i | 41* | i | i | i | i | i | 100* | 2 | · | 94*
C=CCNC(=O)c1ccc(CSc2nc3ccccc3s2)cc1 | i | i | i | i | i | i | i | i | 13 | i | i
CNC(=S)N(CCc1ccc(OC)c(OC)c1)C1CC(=O)N(c2ccccc2)C1=O (stereo unspecified) | i | i | i | i | i | i | i | i | 1 | i | i
COC(=O)c1cc(NC(=S)N2CCN(C(=O)C3CCCO3)CC2)cc(C(=O)OC)c1 (stereo unspecified) | i | i | i | i | i | i | i | i | 1 | i | i
CCc1cccc2c1NC(=O)C2(O)N1CCCC(C)C1 (stereo unspecified) | i | i | i | i | i | i | i | i | -6 | i | i
O=C(COc1ccc(S(=O)(=O)N2CCOCC2)cc1)Nc1ccc2c(c1)OCCO2 | i | i | i | i | i | i | i | i | 8 | i | i
O=C(NCC(c1ccc(F)cc1)N1CCOCC1)c1c(F)cccc1F (stereo unspecified) | i | i | i | i | i | i | i | i | -1 | i | i
CCOc1ccccc1NC(=O)c1oc2ccccc2c1NC(=O)C1CC1 | i | i | i | i | i | i | i | i | ? | i | i
O=C1c2ccccc2C(=O)N1CCc1c[nH]c2ccccc12 | i | i | i | i | i | i | i | i | -10 | i | i
O=C(COc1cccnc1[N+](=O)[O-])Nc1ccc(Cl)c(S(=O)(=O)N2CCOCC2)c1 | i | i | i | i | i | i | i | i | -2 | i | i

MrgX1 ag: hit marks shown above
structure	MrgX1 antagonist	MrgX1 ag	TRPC4 inh	TRPC6 activator	TRPC4 PAM	TMEM16A act	TRPC4 agonist
CC(C)(C)c1cc(O)c(C(C)(C)C)cc1O	i	41*	i	i	i	·	94*

Continued.
SMILES | MrgX1 antagonist | MrgX1 ag | TRPC4 inh | TRPC6 inh | TRPC6 activator | MrgX1 PAM | TRPC4 PAM | TMEM16A inh | SKKanGAS inh | TMEM16A act | TRPC4 agonist
COC(=O)CNC(=O)CCC(=O)N1CCN(C(c2ccccc2)c2ccccc2)CC1 | i | i | i | i | i | i | i | i | -3 | i | i
COc1cccc(/C=N/NC(=O)c2nnn(-c3nonc3N)c2C(C)C)c1OCc1ccc(F)cc1 | i | i | i | i | i | i | i | i | 60* | i | i
CC1CCN(C(=O)COC(=O)CCCN2C(=O)c3cccc4cccc(c34)C2=O)CC1 | i | i | i | i | i | i | i | i | 14 | i | i
Cc1cc(Oc2cc(NN3CCCCC3)c([N+](=O)[O-])cc2[N+](=O)[O-])c(C(=O)c2ccccc2)cc1Cl | i | i | i | i | i | i | i | i | 0 | i | i
O=S(=O)(NCC1OCCc2ccccc21)c1ccccc1 (stereo unspecified) | i | i | i | i | i | i | i | i | -6 | i | i
Cc1onc(-c2ccccc2Cl)c1C(=O)N1CCc2ccccc21 | i | i | i | i | i | i | i | i | 2 | i | i
CCOC(=O)N1CCC(NC(=O)CN2C(=O)CCSc3ccccc32)CC1 | i | i | i | i | i | i | i | i | -1 | i | i
N#C/C(=C\c1ccccc1Cl)C(=O)Nc1ccccn1 | i | i | i | i | i | i | i | i | -5 | i | i
N#CC1=C(N)N(c2ccccc2)C(=O)C1 | i | i | i | i | i | i | i | i | 2 | i | i
CCc1cc(=O)oc2cc(C)cc(OC(C)C(=O)NC3CCN(Cc4ccccc4)CC3)c12 (stereo unspecified) | i | i | i | i | i | i | i | i | -3 | i | i
CSc1ccccc1NC(=O)c1cnc2scc(C)n2c1=O | i | i | i | i | i | i | i | i | 1 | i | i
COC(=O)NNC(=O)c1ccccc1C | i | i | i | i | i | i | i | i | 3 | i | i
CCC(C)NC(=O)c1c(N)n(/N=C/c2ccccn2)c2nc3ccccc3nc12 (stereo unspecified) | i | i | i | i | i | i | i | i | 87* | i | i
COc1ccc(N/C=C/C(=O)c2sc(-c3ccccc3)nc2C)cc1 | i | i | i | i | i | i | i | i | 29 | i | i
O=C(CN1C(=O)c2ccccc2C1=O)NC1CCCCC1 | i | i | i | i | i | i | i | i | -1 | i | i
COc1cccc(CN2CCN(c3nc4nonc4nc3NC3CC3)CC2)c1 | i | i | i | i | i | i | i | i | 10 | i | i
CC1CCc2nc(NC(=O)Nc3ccc4c(c3)OCO4)sc2C1 (stereo unspecified) | i | i | i | i | i | i | i | i | 7 | i | i
O=C(OC(C(=O)NCC1CCCO1)c1ccc(F)cc1)c1cccs1 (stereo unspecified) | i | i | i | i | i | i | i | i | 24 | i | 47*
CC1CC(C(F)F)n2nc(C(=O)Nc3sc4c(c3C#N)CCC(C(C)(C)C)C4)nc2N1 (stereo unspecified) | i | i | i | i | i | i | i | i | 4 | i | i
Cc1nc(NC(=S)NC(=O)c2cccs2)ccc1Br | i | i | i | i | i | i | i | i | -14 | i | i
COc1cc(-c2cc(C(=O)O)c3cc4c(cc3n2)OCCO4)cc(OC)c1OC | i | i | i | i | i | i | i | i | 2 | i | i
Cc1ccc(N(CC(=O)N/N=C/c2ccc(OCC(N)=O)cc2)S(C)(=O)=O)cc1Cl | i | i | i | i | i | i | i | i | 1 | i | i

Compound profiles, from the list above.
CCCCNC(=O)Nc1cnn(CC)c1C(N)=O is listed as MrgX1 antagonist: i; MrgX1 ag: i; TRPC4 inh: i; TRPC6 inh: i; TRPC6 activator: i; MrgX1 PAM: i; TRPC4 PAM: i; TMEM16A inh: i; SKKanGAS inh: 1; TMEM16A act: i; TRPC4 agonist: i
Cc1nc2c(F)c(F)c(C(F)(F)F)c(F)c2[nH]1 is listed as MrgX1 antagonist: i; MrgX1 ag: i; TRPC4 inh: i; TRPC6 inh: i; TRPC6 activator: i; MrgX1 PAM: i; TRPC4 PAM: i; TMEM16A inh: i; SKKanGAS inh: -2; TMEM16A act: i; TRPC4 agonist: i
